Tn6 DDE FP – inhibitors of Tn6 peptide binding to human fibrin DD(E) | P02675 | Fibrin DD(E) TRITC-Tn6 fluorescence polarization displacement | inhibition, % at 8.3 µM | 0.21% of 370,000 active;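 active means inhibition above a per-campaign cutoff: mean of compounds within control limits plus 3 SD, cut at about 15% in these data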;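 further: 0% = median of all compound wells on the plate and 100% = blocking peptide control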
LEDGF integ inh – blocks HIV-1 LEDGF/p75-dependent DNA integration. inhibition, % at 3.7 µM. 0.64% of 370,000 active. AID 743269. TR-FRET IN-LEDGF/p75 DNA integration, Eu/Cy5;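 active means inhibition above the screen-wide mean plus 3 SD, cut at about 13% in these data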;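 further: signal is the Cy5 over europium emission ratio at 671 and 618 nm; 0% = plate median of compound wells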
proKLK7 act – activates the human kallikrein-7 zymogen. P49862. purified proKLK7, EDANS-DABCYL substrate fluorescence; 100% is mature enzyme control, 0% vehicle. activation, % at 7 µM. 0.9% of 370,000 active. AID 652039;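 active means activation above the mean of all tested compounds plus 3 SD, computed per campaign excluding outliers beyond control limits, cut at about 13% in these data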
PLCg1 inh – inhibitors of human phospholipase C gamma1. P19174. AID 720700. purified PLC-gamma1, fluorogenic substrate, fluorescence. inhibition, % at 12.2 µM. 0.84% of 370,000 active; in the data active means inhibition above about 9.5%
Target sequence (P19174 whole entry, looked up): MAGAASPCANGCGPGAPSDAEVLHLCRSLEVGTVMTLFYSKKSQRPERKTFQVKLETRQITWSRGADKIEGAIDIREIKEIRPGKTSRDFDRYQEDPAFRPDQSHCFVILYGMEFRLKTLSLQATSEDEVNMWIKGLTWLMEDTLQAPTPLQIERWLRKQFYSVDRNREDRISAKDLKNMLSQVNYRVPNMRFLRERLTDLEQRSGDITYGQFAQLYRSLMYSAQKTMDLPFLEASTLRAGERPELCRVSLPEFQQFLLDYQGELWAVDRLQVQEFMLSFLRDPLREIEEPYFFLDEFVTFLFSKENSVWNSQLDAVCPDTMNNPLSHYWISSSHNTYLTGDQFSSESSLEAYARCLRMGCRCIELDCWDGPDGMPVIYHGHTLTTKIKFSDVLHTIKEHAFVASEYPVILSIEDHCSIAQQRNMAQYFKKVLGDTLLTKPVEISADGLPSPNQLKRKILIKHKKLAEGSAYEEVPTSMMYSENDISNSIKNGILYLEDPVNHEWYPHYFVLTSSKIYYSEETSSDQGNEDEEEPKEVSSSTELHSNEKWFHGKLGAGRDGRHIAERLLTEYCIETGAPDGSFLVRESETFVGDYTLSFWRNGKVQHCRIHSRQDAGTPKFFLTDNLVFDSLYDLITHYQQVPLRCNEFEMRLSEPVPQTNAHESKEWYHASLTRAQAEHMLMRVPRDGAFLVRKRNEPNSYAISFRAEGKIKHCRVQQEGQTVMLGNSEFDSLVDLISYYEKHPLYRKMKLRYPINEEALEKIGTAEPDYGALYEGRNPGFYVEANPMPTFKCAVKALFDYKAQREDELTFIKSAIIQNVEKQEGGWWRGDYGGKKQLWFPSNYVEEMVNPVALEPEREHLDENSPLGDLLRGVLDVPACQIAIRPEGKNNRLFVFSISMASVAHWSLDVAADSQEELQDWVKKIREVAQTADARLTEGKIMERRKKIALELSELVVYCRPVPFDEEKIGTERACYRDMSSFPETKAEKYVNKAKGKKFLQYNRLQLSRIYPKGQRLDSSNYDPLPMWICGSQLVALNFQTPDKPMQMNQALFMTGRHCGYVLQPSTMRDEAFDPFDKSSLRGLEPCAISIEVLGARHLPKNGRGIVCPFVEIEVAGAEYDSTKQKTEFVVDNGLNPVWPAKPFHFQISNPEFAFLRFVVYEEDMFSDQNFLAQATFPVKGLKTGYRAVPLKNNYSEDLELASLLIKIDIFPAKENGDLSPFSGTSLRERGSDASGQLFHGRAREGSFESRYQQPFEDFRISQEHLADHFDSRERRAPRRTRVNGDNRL
ARFGAP1 inhibitor – inhibitors of rat ARFGAP1; Q62848; 0.26% of 360,000 active; Arfgap1-stimulated ARF1 GTP hydrolysis, GDP FP detection; inhibition, % at 16.5 µM;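 active means inhibition above a per-plate limit, mean inhibition of low control wells plus 3 SD, cut at about 25% in these data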;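 further: 0% = DMSO wells with enzyme and 100% = wells lacking Arfgap1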
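system = rat Arfgap1 catalytic domain, aa 1-136 | technique = FP, GDP Alexa 633 tracer displaced from anti-GDP antibody, 620/688 nm | compound = one concentration, 16.5 µM, DMSO 1.26% | medium = HEPES-based buffer, pH 7.5 | timing = compound-enzyme preincubation 20 min, reaction 120 min, detection 60 min, 25 °C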
ADAM10 inh – inhibitors of human ADAM10; O14672; recombinant ADAM10, EDANS/DABCYL FRET peptide cleavage, 3 h; inhibition, % at 7 µM; 0.62% of 370,000 active; AID 720582;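 active means inhibition above a per-campaign cutoff equal to the mean of compounds falling between control-based bounds plus 3 SD, cut at about 20% in these data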;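 further: 0% = DMSO wells while the 100% control is not disclosed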
ADAM17 inh – inhibitors of human ADAM17; recombinant ADAM17, EDANS/DABCYL FRET peptide cleavage; inhibition, % at 6.95 µM; 0.83% of 370,000 active; AID 720648;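 active means inhibition above the mean of compounds lying between control limits plus 3 SD, set per campaign, cut at about 8.5% in these data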;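 further: 0% = DMSO-only wells as the low control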
TDP2 inh – blocks human TDP2 phosphodiesterase activity | recombinant TDP2, T5PNP hydrolysis, p-nitrophenol absorbance 415 nm | inhibition, % at 12.8 µM | 0.34% of 370,000 active | AID 720702;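 active means inhibition above the mean of all tested compounds plus 3 SD, set per campaign, cut at about 25% in these data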;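 further: 0% = DMSO with enzyme and 100% = buffer with substrate but no TDP2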
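System: recombinant human TDP2 / Amount: 120 nM TDP2 per well / Also added: 5 mM T5PNP chromogenic substrate / Doses: 12.8 µM single point, 1% DMSO / Incubation: 2 h at 37 °C / Detection: p-Nitrophenol epi absorbance / Evaluation: % inhibition relative to enzyme-containing and enzyme-free wells / Repeats: singlicate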
ASAP1 inh – blocks human ASAP1-stimulated Arf1 GTP hydrolysis; Q9ULH1; GDP FP detection; inhibition, % at 16.5 µM; 0.19% of 360,000 active; in the data active means inhibition above about 25%;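 further: 0% = vehicle with enzyme and substrate and 100% = no enzyme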
Tn7 DDE FP – inhibitors of Tn7 peptide binding to human fibrin DD(E). FP displacement of FITC-Tn7 peptide from fibrin DD(E); 0% = median of compound wells per plate. inhibition, % at 8.3 µM. 0.13% of 370,000 active. AID 720508;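 active means inhibition above the mean of compounds falling within the control limits plus 3 SD of them, cut at about 14% in these data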;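 further: 0% = plate median of compound wells and 100% = 10 µM Aha-Tn7 peptide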
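Assay system: Fibrin-DD(E) protein isolated from polymerized human fibrin clots; read-out basis: percent inhibition; medium: Tris/NaCl/CaCl2 buffer, pH 7.8; signal: FP measurement; incubation: 10 min plus 3 h, room temperature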
* = called active by the depositor; i = inactive; . = not tested or not shown.

entry	structure	Tn6 DDE FP	LEDGF integ inh	proKLK7 act	PLCg1 inh	ARFGAP1 inhibitor	ADAM10 inh	ADAM17 inh	TDP2 inh	ASAP1 inh	Tn7 DDE FP
1	O=C(Nc1cccn2ncnc12)c1ccccc1	6	1	-0.2	2	1	-7	-6	7	1	4
2	Cc1ccnc(NC(=O)C23CC4CC(CC(C4)C2)C3)c1	0	3	-0.4	8	-2	9	6	-19	14	0
3	COc1ccc(S(=O)(=O)N2Cc3ccccc3CC2C(=O)Nc2nccs2)cc1OC (stereo unspecified)	2	1	0.1	4	3	10	4	-11	3	-9
4	CC1(C)NC(=O)N(CCCSc2ccc(Cl)cc2)C1=O	1	-3	0.2	-2	-7	5	-1	-8	15	-9
5	COCCN(CC(=O)Nc1cccc(C)c1C)C(=O)c1oc2c(Cl)cccc2c1C	1	2	0.4	2	-10	0	1	2	4	-3
6	CC(=O)N1c2ccccc2C(=O)C1N1CCCCC1 (stereo unspecified)	-5	-3	-6.7	-95	6	-92	-41	5	0	5
7	CNc1nc(Sc2ccc(C)cc2)cc(C(F)(F)F)n1	1	0	-1.0	1	5	-3	-1	11	-9	-3
8	Cc1cccc(S(=O)(=O)NC(=O)C2(C)CCN2C(=O)CC2CCCCC2)c1 (stereo unspecified)	-3	11	-0.6	3	2	8	5	-10	10	-2
9	CCOc1ccc(-n2c(SCC(=O)Nc3nccs3)nc3c(c2=O)SCC3)cc1	0	-1	-0.9	-4	-4	-7	-2	-6	-4	-1
10	CC(C)(C)c1ccc(OCc2ccc(C(=O)N/N=C/c3ccc(O)c(O)c3)cc2)cc1	0	0	-0.1	-13	-9	2	1	-3	7	2
11	O=C(COC(=O)c1ccccc1-n1cnnn1)c1ccc(F)cc1	8	-5	-0.5	1	18	-8	1	3	-13	0
12	C[C@@H]1NC(=O)/C(=C\c2ccccc2Br)NC1=O	-4	1	-0.2	-1	1	1	-2	4	-5	1
13	CC1CCCCC1NC(=S)Nc1cccc(S(=O)(=O)N(C)C)c1 (stereo unspecified)	-10	-3	0.4	0	14	-4	-1	-9	2	-9
14	COc1cccc(CNCCc2c[nH]c3ccccc23)c1OCc1ccccc1F	6	0	0.6	2	4	1	3	-11	9	1
15	O=C(Nc1ncc2c(n1)-c1ccccc1OC2)c1ccccc1Cl	-3	2	16*	-271	-1	i	i	-18	-7	4

(list continues)
entry	structure	Tn6 DDE FP	LEDGF integ inh	proKLK7 act	PLCg1 inh	ARFGAP1 inhibitor	ADAM10 inh	ADAM17 inh	TDP2 inh	ASAP1 inh	Tn7 DDE FP
16	CC1CCC(NC(=O)Cn2c(=O)oc3cc(S(=O)(=O)N4CCCC4)ccc32)CC1 (stereo unspecified)	3	1	0.9	0	4	-15	-6	-5	6	1
17	CSc1nc(N(CCO)CCO)c2sc3nc(-c4ccco4)c4c(c3c2n1)CCC4	-2	16*	-8.4	-209	10	-106	-28	1	-11	-3
18	Cc1ccc(NC(=O)Cn2cnc3c(NCc4ccccc4)ncnc32)cc1C	-4	-1	0.4	0	5	-6	-2	3	-7	-8
19	COc1ccccc1N1CCN(Cc2nc(-c3ccc(F)cc3)oc2C)CC1	-8	4	1.1	-1	6	-2	-1	-10	10	-3
20	CC(=O)N(CCC(c1ccccc1)c1ccco1)Cc1cccs1 (stereo unspecified)	-4	-3	0.4	-2	7	6	-1	7	-13	0
21	CN(c1c2c(nc3ncnn13)CCCC2)C1CCCCC1	-8	4	0.7	-3	.	5	3	6	.	2
22	O=c1c2ccccc2oc2cc(Br)ccc12	1	-3	-0.2	2	1	-10	-7	5	-8	6
23	CCCCNC(=O)c1ccc(S(=O)(=O)c2ccc(Cl)cc2)c(NC(C)=O)c1	0	3	0.6	1	4	-3	-2	-12	9	-9
24	CC(C)n1c(SCC(=O)Nc2nc3c(s2)CCCC3)nc2c1c(=O)n(C)c(=O)n2C	-12	1	0.2	8	7	2	3	-12	11	-7
25	CCCCCCCCOC(=O)CCc1c(C)[nH]c(=S)[nH]c1=O	-4	2	0.3	1	4	7	-1	1	-3	-3
26	Cc1ccc([N+](=O)[O-])c(NC2OC(CO)C(O)C2O)c1 (stereo unspecified)	6	-2	-0.3	2	-8	7	1	12	1	-5
27	CCn1c(SCC(=O)O)nc2sc3c(c2c1=O)CCC3	2	4	-0.8	-1	-7	-2	-3	7	6	5
28	O=C(OC[C@@H]1CCCN2CCCC[C@H]12)c1cc2ccccc2oc1=O	3	-2	-7.8	-12	16	-65	-15	-2	-6	-2
29	O=C(COC(=O)/C=C/c1ccc2c(c1)OCO2)NC1CC1	-6	0	3.8	-86	-8	-220	-62	-5	-6	-6
30	COc1ccc(OC)c(NC(=O)CCN2CCCC(C)C2)c1 (stereo unspecified)	4	0	-0.4	-1	-16	-1	-1	6	-17	0

Later entries
entry	structure	Tn6 DDE FP	LEDGF integ inh	proKLK7 act	PLCg1 inh	ARFGAP1 inhibitor	ADAM10 inh	ADAM17 inh	TDP2 inh	ASAP1 inh	Tn7 DDE FP
31	Cc1ccc(CCNC(=O)C2CCC(=O)N2CCc2ccccc2)cc1 (stereo unspecified)	2	-1	-0.1	0	5	2	2	-1	-1	0
32	Cc1cc(C)n2c(SCC(=O)Nc3ncc(C(F)(F)F)cc3Cl)nnc2n1	-5	4	0.1	3	3	-7	-1	-3	-7	-7
33	CN=C(Nc1cc(C)nn1-c1ccccc1)c1ccc(F)cc1	-9	3	-0.1	-3	18	7	-6	-11	5	-1
34	CN(CC(=O)Nc1ccccc1Br)C(=O)CNC(=O)c1cccs1	1	-6	-0.6	0	13	-10	-8	-2	-4	4
35	Cc1nc(N)sc1C(=O)NN	5	-2	0.6	-4	15	-3	2	-5	2	0
36	CCS(=O)(=O)Nc1ccc(C(=O)CC2(O)C(=O)Nc3ccc(Br)cc32)cc1 (stereo unspecified)	1	-1	-1.0	1	-9	10	-1	-6	11	2
37	CCOc1ccc(NS(=O)(=O)c2cc(C(=O)NCCN3CCOCC3)ccc2C)cc1	-2	0	-0.8	-2	-2	5	1	1	11	-6
38	CC(C)CCn1c(=O)c2ccccc2n2c(=S)[nH]nc12	-1	1	-0.5	-4	3	0	-1	5	3	-1
39	CCCN1CCC(=O)N(CCSc2ccc(OC)cc2)CC1	0	1	-0.3	1	-3	3	-3	2	10	-1
40	N#CC1=C(Nc2ccccc2)SC=C(c2ccc(Cl)c(Cl)c2)N=C1N1CCOCC1	3	0	0.3	-9	-4	-1	3	-13	2	7
41	C=CCc1ccccc1OCC(O)CN1C(=O)c2ccccc2C1=O (stereo unspecified)	-12	-1	0.3	0	11	-2	-2	11	9	-9
42	CCOc1cccc(C(=O)Nc2cccc(C(=O)NC(C)(C)C)c2)c1	4	0	0.6	1	-5	1	0	3	0	4
43	CCC(CC)C(=O)N1CCN(c2ccccc2)CC1	-7	1	-1.1	4	-7	7	-4	11	-10	-1
44	CCO[C@@H]1OC(C(=O)O)=C[C@H](c2coc3ccccc3c2=O)[C@H]1CCCO	2	0	-0.2	0	-1	2	-1	2	1	-3
45	CNCCCOc1cc(C)cc(C)c1C	5	9	0.4	4	-3	5	4	-6	1	-9

New compounds follow
entry	structure	Tn6 DDE FP	LEDGF integ inh	proKLK7 act	PLCg1 inh	ARFGAP1 inhibitor	ADAM10 inh	ADAM17 inh	TDP2 inh	ASAP1 inh	Tn7 DDE FP
46	CCOC(=O)C1CCN(C(=O)Nc2ccccc2Cl)CC1	2	0	0.0	3	8	-1	-3	0	10	-2
47	COc1ccc(NC(=O)CSCC(=O)Nc2nnc(C)s2)cc1	-2	2	-0.5	0	-14	0	-5	-4	-4	0
48	NS(=O)(=O)c1cccc(NC(=O)c2cc(=O)c3ccccc3o2)c1	-2	-1	-0.3	3	-1	12	1	-6	-7	-3
49	CCN(c1ccccc1)S(=O)(=O)c1ccc(OC)c(NC(=O)CNC)c1	1	5	-0.1	2	1	-2	0	1	-3	-7
50	COc1ccccc1-c1cc(NC=O)c2ncc(-c3ccc(F)cc3)n2c1	-12	2	0.5	-9	7	-9	0	-4	-5	-9
51	Cc1cccc(NC(=O)CSc2nnc(-c3ccncc3)n2CC2CCCO2)c1 (stereo unspecified)	2	7	0.3	9	3	6	6	-19	-19	-2
52	COc1cccc(/C=C/C(=O)OCC(=O)NCCCc2ccccc2)c1OC	-2	-1	0.7	-3	-2	2	-3	4	-5	2
53	COc1cc(-c2nc(-c3ccccc3)c(-c3cccs3)[nH]2)cc(OC)c1OC	-9	-1	-13	-129	-4	-154	-56	9	9	-7
54	CCOc1ccccc1NC(=O)CCS(=O)(=O)c1ccc2c(c1)CCN2C(C)=O	7	0	0.7	0	-4	-7	-3	5	-16	-10
55	CCCc1nc2c(s1)CCc1onc(-c3cccc([N+](=O)[O-])c3)c1-2	3	1	0.1	1	-5	-3	-2	10	6	-5
56	OCCNCCCCCOc1ccc(F)cc1	2	0	-0.1	3	4	5	2	-13	-1	-7
57	CCCCn1nnc(NC(=S)NC(=O)c2ccc(OCC)c([N+](=O)[O-])c2)n1	7	-1	-0.2	0	-1	4	1	-6	-4	-2
58	O=C(CSc1ccc(/C=N/NC(=O)c2cccc(F)c2)o1)Nc1ccccc1	0	-1	0.4	-41	-6	-23	-13	2	11	1
59	CCOC(=O)C1=c2s/c(=C\c3cccnc3)c(=O)n2C(N)=C(C(=O)OC)C1c1cccnc1 (stereo unspecified)	-4	4	-0.2	1	-4	13	7	-5	4	1
60	CCCCCCCNc1cccc(C)c1	2	-1	0.7	0	1	2	0	-9	4	-1

Carrying on:
entry	structure	Tn6 DDE FP	LEDGF integ inh	proKLK7 act	PLCg1 inh	ARFGAP1 inhibitor	ADAM10 inh	ADAM17 inh	TDP2 inh	ASAP1 inh	Tn7 DDE FP
61	O=C1CN(C(=O)c2ccc(F)cc2)c2ccccc2N1	-3	-2	0.3	-3	17	0	0	-18	15	-4
62	Cc1ccc2c(c1)[C@H]1[C@H](CO2)[C@H](c2ccccc2)[C@]2(C)C(=O)Nc3cc(F)ccc3C(=O)N12	-8	-2	-0.3	2	2	13	9	-9	-5	-2
63	CCN(CC)C(=O)N1CCN(C)CC1	7	0	0.0	1	-13	3	-2	-3	-5	15*
64	O=C(Oc1ccc2c(c1)O/C(=C\c1ccncc1)C2=O)c1cccs1	-5	-1	7.5	-116	0	-7	1	4	9	13
65	COc1cccc(-c2nc(CS(=O)(=O)CC(=O)N3CCc4ccccc43)c(C)o2)c1	4	2	0.6	3	4	1	2	-10	18	1

Assay outcomes as filed in PubChem BioAssay.
